PTHR1 ag: qHTS for PTHR1 Agonists: Primary Screen. Parathyroid hormone/parathyroid hormone-related peptide receptor (Homo sapiens), Q03431. 0.075% of 410,000 active. HEK293 GP2 PTHR1 cells, GloSensor cAMP luminescence, 1 h. Potency, µM (doses to about 115 µM), without a hit: top-dose activation, actives largely listed as activators; note: potency is the fitted concentration of half-maximal effect; nearly all actives have a fitted effect of over 55% in size; some results filed as inactive show a strong effect at the top dose; inactives centre near -15; many of its hits are not listed in these tables
Target sequence (Q03431 whole entry, looked up): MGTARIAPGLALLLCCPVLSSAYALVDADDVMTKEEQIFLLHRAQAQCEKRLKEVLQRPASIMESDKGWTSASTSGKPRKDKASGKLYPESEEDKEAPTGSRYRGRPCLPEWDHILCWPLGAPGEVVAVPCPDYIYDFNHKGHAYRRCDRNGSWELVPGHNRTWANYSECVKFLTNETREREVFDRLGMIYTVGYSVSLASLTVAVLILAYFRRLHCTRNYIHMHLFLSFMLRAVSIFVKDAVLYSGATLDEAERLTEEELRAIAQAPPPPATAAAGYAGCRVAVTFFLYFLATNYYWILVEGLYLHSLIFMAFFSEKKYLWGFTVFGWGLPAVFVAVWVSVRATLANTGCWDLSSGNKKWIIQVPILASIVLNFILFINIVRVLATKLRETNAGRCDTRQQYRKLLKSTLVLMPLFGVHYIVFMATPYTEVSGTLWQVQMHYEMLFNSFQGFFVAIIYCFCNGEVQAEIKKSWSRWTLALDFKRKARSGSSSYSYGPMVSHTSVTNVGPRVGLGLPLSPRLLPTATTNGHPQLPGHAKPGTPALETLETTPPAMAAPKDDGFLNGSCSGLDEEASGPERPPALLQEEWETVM
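HEK-293-derived GP2 cells expressing PTHR1 and a GloSensor cAMP reporter, 3,000/well, plated overnight, given luciferin plus IBMX (each 0.5 mM as added) for 1 h at 37 °C, then compound for 1 h at 37 °C. Luminescence was read after 15 min at room temperature.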
HEK293 tox: qHTS of GLP-1 Receptor Inverse Agonists: Cytotox Screen | Potency, µM (series often up to 38.3 µM), for the others: at the top dose activity change, negative = inhibition, hits mostly inhibitors | AID 624418, 2012 | HEK293 cAMP-luciferase reporter cells, luminescence, 24 h | 0.13% of 410,000 active;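 note: loss of luciferase light is scored as toxicity; potency is the fitted concentration of half-maximal effect; % is set by controls: 0 for no effect and ±100 for the full control effect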
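Quantitative HTS format, 1536 wells, 200 cells/uL seeded. Compounds: 23 nL, 24 h, 37 °C. Detection: luciferase reagent, luminescence at 12 min RT; decreased signal taken as cytotoxic.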
GLP1R ag: qHTS of GLP-1 Receptor Agonists | Glucagon-like peptide 1 receptor (Homo sapiens), P43220 | HEK293 GLP-1R CRE-luciferase, luminescence, 4-6 h; cells express a hypersensitive GLP-1R form | Potency, µM (highest dose often 45.6 µM), for the others: at the highest dose activation, usual class: activators | 0.007% of 380,000 active | AID 624172, 2012; note: potency is the fitted concentration of half-maximal effect; % of control where 0% means no effect
TDP43 rescue: qHTS of TDP-43 Inhibitors; TDP-43 expressing yeast growth rescue, BacTiter-Glo, 24 h; Potency, µM (series often up to 46.1 µM), for the others: at the highest dose growth rescue (activation), actives largely listed as activators; 1.8% of 410,000 active; AID 652104, 2013; note: potency is the fitted concentration of half-maximal effect; % of control where 0% means no effect; nearly all actives have a fitted effect of over 50% in size
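Luminescence from BacTiter-Glo reports growth of TDP-43-expressing yeast after 24 hr at 30 deg C with compound. Cells were raffinose-pregrown to mid-log, then seeded in galactose medium at OD600=0.02.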
aSyn rescue: qHTS of alpha-syn Inhibitors; Yeast expressing alpha-synuclein, growth rescue, BacTiter-Glo, 24 h; Potency, µM (highest dose often 46.1 µM), inactives show top-dose growth rescue (activation), actives largely listed as activators; 0.14% of 370,000 active; AID 652106, 2013; note: potency is the fitted concentration of half-maximal effect; % of control where 0% means no effect; nearly all actives have a fitted effect of over 65% in size
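Galactose-induced alpha-syn yeast (OD600=0.02, raffinose-pregrown) + pinned cpd, 24 hr, 30 deg C; growth by BacTiter-Glo luminescence. Growth restoration scores as activation.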
GLP1R inv ag: qHTS of GLP-1 Receptor Inverse Agonists (Inhibition Mode). Glucagon-like peptide 1 receptor (Homo sapiens), P43220. HEK293 GLP-1R CRE-luciferase, luminescence, 24 h; GLP-1R form is constitutively active. Potency, µM (titrated, usually from 38.3 µM), without a hit: at the highest dose activity change, negative = inhibition, most hits filed as inhibitors. 1.6% of 410,000 active; note: potency is the fitted concentration of half-maximal effect; % is set by controls: 0 for no effect and ±100 for the full control effect; nearly all actives have a fitted effect of over 55% in size
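Seeding at 200 cells/uL, 12 h culture, 24 hr compound treatment, then luciferase reagent and a luminescence read; cells are HEK293 stably expressing a constitutively active GLP-1R plus cAMP-responsive luciferase.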
KB-V1 cytotox: qHTS assay for MDR1-selective chemotherapeutics: Primary screen using the drug-selected MDR subline cells KB-V1. KB-V1 MDR cells viability, CellTiter-Glo, 72 h. AID 1347076, 2019. Potency, µM (doses to about 46.1 µM), inactives show top-dose activity change, negative = cytotoxicity, hits mostly cytotoxic. 3.4% of 400,000 active; note: potency is the fitted concentration of half-maximal effect; % is set by controls: 0 for no effect and ±100 for the full control effect; nearly all actives have a fitted effect of over 60% in size
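Potencies derive from concentration-effect curves fitted to normalized luminescence (CellTiter-Glo) of KB-V1 cells treated for 72 h at 37 degrees C in phenol-red-free DMEM containing 10% FBS.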
DRD3 antagonist: qHTS of D3 Dopamine Receptor Antagonist: qHTS | D3R cells, DiscoveRx beta-arrestin luminescence, antagonist mode; hits give low values | max response, negative = inhibition, % | 2.5% of 360,000 active | AID 652054, 2013; in the data active = max response below about -50%; inconclusive = no clear call, values can overlap the other calls; note: % is set by controls: 0 for no effect and ±100 for the full control effect; mostly tested at two doses, the higher about 12 µM
Target sequence (P35462 whole entry, looked up): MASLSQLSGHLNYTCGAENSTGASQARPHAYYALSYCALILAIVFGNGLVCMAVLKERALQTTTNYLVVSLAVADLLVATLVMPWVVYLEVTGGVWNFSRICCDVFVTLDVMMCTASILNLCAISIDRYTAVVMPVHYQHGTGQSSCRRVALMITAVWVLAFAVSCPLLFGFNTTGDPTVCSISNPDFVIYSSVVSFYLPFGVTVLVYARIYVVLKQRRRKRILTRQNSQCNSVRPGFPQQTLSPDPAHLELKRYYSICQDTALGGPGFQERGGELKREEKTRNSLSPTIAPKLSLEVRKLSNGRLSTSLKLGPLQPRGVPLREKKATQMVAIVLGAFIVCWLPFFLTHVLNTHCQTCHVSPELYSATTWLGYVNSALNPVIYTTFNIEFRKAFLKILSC
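Cells plated overnight at 1500 cells/well, then exposed to library compounds with dopamine controls for 90 minutes at 37 degrees C. DiscoveRx reagent added for 30–60 minutes at room temperature; luminescence read, quantitative HTS format.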
DRD3 agonist: qHTS of D3 Dopamine Receptor Agonist: qHTS | D(3) dopamine receptor (Homo sapiens), P35462 | D3R DiscoveRx beta-arrestin cells, luminescence, 90 min | max activation, % | 0.58% of 410,000 active | AID 652048, 2013; in the data active = max activation above about 30%; note: 0% is about no effect; mostly tested at two doses, the higher about 12 µM
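Agonist-mode cell screen: cells plated at 1500/well and incubated overnight at 37 °C, then exposed to library compounds for 90 min at 37 °C. Detection reagent was added for 30–60 min at room temperature, and luminescence was read.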
Active calls of the source: *; & = joins results of further samples; [ ] = dose if it differs, or a comment. Unless noted, calls come from the whole dose curve; as a rule, active = well fitted curve in the direction sought with a large enough effect; inconclusive = small, poorly fitted or top-dose-only effect, or another doubt; inactive = no such curve, though single readings can be large; an effect the other way counts as inactive or inconclusive. The list is partial; the hit share may differ from the screen's.

Results for CCn1cc(C(=O)N2CCN(c3ccc([N+](=O)[O-])cc3)CC2)c(=O)c2ccc(C)nc21 ?
PTHR1 ag: -70%[inhibitor]; HEK293 tox: -22%; GLP1R ag: 4%; TDP43 rescue: 24%; aSyn rescue: 0%; GLP1R inv ag: -2%; KB-V1 cytotox: 0%; DRD3 antagonist: 4; DRD3 agonist: 3

What do the screens show for `CC(C)c1ccc(NC(=O)c2ccc(NC3=NC4CS(=O)(=O)CC4S3)cc2)cc1` (stereo not drawn)?
PTHR1 ag: inactive; HEK293 tox: -5%; GLP1R ag: -8%; TDP43 rescue: 15%; aSyn rescue: 3%; GLP1R inv ag: inconclusive; KB-V1 cytotox: 0%; DRD3 antagonist: -28; DRD3 agonist: -2

Results for N#C/C(=C/c1ccc(CNS(=O)(=O)c2ccccc2)o1)C(=O)NCc1ccccc1 ?
PTHR1 ag: inactive; HEK293 tox: -2%; GLP1R ag: 2%; TDP43 rescue: 2%; aSyn rescue: 1%; GLP1R inv ag: -1%; KB-V1 cytotox: 4%; DRD3 antagonist: 6; DRD3 agonist: 0

Results for O=C(Nc1ccc2oc(-c3cccnc3)nc2c1)c1ccc([N+](=O)[O-])o1 ?
PTHR1 ag: -12%; HEK293 tox: -2%; GLP1R ag: 11%; TDP43 rescue: 12%; aSyn rescue: 1%; GLP1R inv ag: 40%[activator]; KB-V1 cytotox: 1%; DRD3 antagonist: 6; DRD3 agonist: 1

Results for O=C(c1cccc(S(=O)(=O)N2CCc3ccccc32)c1)N1CCc2ccccc2C1 ?
PTHR1 ag: -33%[inhibitor]; HEK293 tox: 4%; GLP1R ag: 5%; TDP43 rescue: inconclusive; aSyn rescue: 4%; GLP1R inv ag: inconclusive; KB-V1 cytotox: 2%; DRD3 antagonist: -11; DRD3 agonist: -6

How did Cc1ccc(-n2nc3c(=O)n(C(C)C(=O)NCc4ccco4)nc(C)c3c2C)cc1 (stereo not drawn) do in these assays?
PTHR1 ag: inactive; HEK293 tox: 6%&-1%; GLP1R ag: -3%; TDP43 rescue: 2%&3%; aSyn rescue: 13%; GLP1R inv ag: -23%&-9%; KB-V1 cytotox: -8%&7%; DRD3 antagonist: -2; DRD3 agonist: -3&-10

How did CC1(C)Cc2c(C#N)c(NCC3CCCO3)nc(-c3ccco3)c2CO1 (stereo not drawn) do in these assays?
PTHR1 ag: inactive; HEK293 tox: 182%[activator]; GLP1R ag: 23%; TDP43 rescue: -3%; aSyn rescue: -9%; GLP1R inv ag: inconclusive; KB-V1 cytotox: inconclusive; DRD3 antagonist: 3; DRD3 agonist: -3

How did COc1ccc2c(c1)c1ccccc1n2C do in these assays?
PTHR1 ag: inconclusive; HEK293 tox: 5%; GLP1R ag: 9%; TDP43 rescue: 14%; aSyn rescue: 9%; GLP1R inv ag: -3%; KB-V1 cytotox: 2%; DRD3 antagonist: -7; DRD3 agonist: 0

Results for CCCc1cc(=O)n2[nH]c(-c3ccccc3)cc2n1 ?
PTHR1 ag: 0%; HEK293 tox: -11%; GLP1R ag: -28%; TDP43 rescue: 11%; aSyn rescue: -4%; GLP1R inv ag: 3%; KB-V1 cytotox: 15%; DRD3 antagonist: 0; DRD3 agonist: -1

How did COc1ccc(CCNC(=O)c2ccc3nc4cc(Cl)ccc4c(=O)n3c2)cc1OC do in these assays?
PTHR1 ag: inactive; HEK293 tox: 0%; GLP1R ag: 0%; TDP43 rescue: -4%; aSyn rescue: -20%; GLP1R inv ag: 34%; KB-V1 cytotox: 17%; DRD3 antagonist: 17; DRD3 agonist: 1

How did CC12CN(C(=O)c3ccc([N+](=O)[O-])cc3)CC(C)(CN(C(=O)c3ccc([N+](=O)[O-])cc3)C1)C2=O do in these assays?
PTHR1 ag: -17%; HEK293 tox: 5%; GLP1R ag: 1%; TDP43 rescue: 13%; aSyn rescue: -5%; GLP1R inv ag: 0%; KB-V1 cytotox: -1%; DRD3 antagonist: inconclusive; DRD3 agonist: 6

What do the screens show for `Cc1ccc(S(=O)(=O)N(C)C)cc1NC(=O)COC(=O)CC1CCCC1`?
PTHR1 ag: inactive; HEK293 tox: 19%; GLP1R ag: -4%; TDP43 rescue: 6%; aSyn rescue: -3%; GLP1R inv ag: -8%; KB-V1 cytotox: inconclusive; DRD3 antagonist: -14; DRD3 agonist: -3

How did COc1cccc(-c2csc(N3CCN(C(=O)Nc4ccccc4OC)CC3)n2)c1 do in these assays?
PTHR1 ag: -1%; HEK293 tox: 0%; GLP1R ag: 7%; TDP43 rescue: 6%; aSyn rescue: 0%; GLP1R inv ag: -12%; KB-V1 cytotox: -1%; DRD3 antagonist: 36; DRD3 agonist: -5

Results for C=CCNC(=O)CCc1nnc(C2(c3ccc(Cl)cc3)CCC2)o1 ?
PTHR1 ag: -17%; HEK293 tox: 3%; GLP1R ag: 1%; TDP43 rescue: -9%; aSyn rescue: -5%; GLP1R inv ag: 0%; KB-V1 cytotox: 6%; DRD3 antagonist: -2; DRD3 agonist: -6

What do the screens show for `COc1ccc(C(=O)/C=C/Nc2ccc(S(=O)(=O)Nc3cc(OC)nc(OC)n3)cc2)c(OC)c1`?
PTHR1 ag: inactive; HEK293 tox: 0%; GLP1R ag: 5%; TDP43 rescue: inconclusive; aSyn rescue: inconclusive; GLP1R inv ag: 16%; KB-V1 cytotox: -17%; DRD3 antagonist: 13; DRD3 agonist: -1

What do the screens show for `C=CCn1c(CCC(=O)O)ccc1-c1ccc(OC)cc1`?
PTHR1 ag: -13%[57.5 µM]; HEK293 tox: 7%; GLP1R ag: 1%; TDP43 rescue: inconclusive; aSyn rescue: -7%; GLP1R inv ag: 6%; KB-V1 cytotox: 1%; DRD3 antagonist: -11; DRD3 agonist: -25

What do the screens show for `COc1ccc2nc(SCC(=O)NC3CCCc4ccccc43)[nH]c2c1` (stereo not drawn)?
PTHR1 ag: -25%; HEK293 tox: -14%; GLP1R ag: -1%; TDP43 rescue: 9%; aSyn rescue: 2%; GLP1R inv ag: inconclusive; KB-V1 cytotox: 18µM*; DRD3 antagonist: 4; DRD3 agonist: 6

What do the screens show for `O=C(CSc1ccc(F)cc1)NCC1(N2CCOCC2)CCCCC1`?
PTHR1 ag: -4%; HEK293 tox: -7%; GLP1R ag: -1%; TDP43 rescue: 15%; aSyn rescue: 2%; GLP1R inv ag: -7%; KB-V1 cytotox: inconclusive; DRD3 antagonist: 11; DRD3 agonist: -1

Results for CSc1nc(-c2ccccc2)nc(NC(=O)c2ccccc2)c1C(C)=O ?
PTHR1 ag: -30%; HEK293 tox: 5%; GLP1R ag: 7%; TDP43 rescue: 15%; aSyn rescue: -5%; GLP1R inv ag: -13%; KB-V1 cytotox: 15%; DRD3 antagonist: 29; DRD3 agonist: -1

What do the screens show for `CC1(C)CC(=O)C2=C(C1)N(N1CCOCC1)C(N)=C(C#N)C2c1cccnc1` (stereo not drawn)?
PTHR1 ag: -16%[57.5 µM]; HEK293 tox: 9%; GLP1R ag: 6%; TDP43 rescue: -11%; aSyn rescue: -1%; GLP1R inv ag: 16%; KB-V1 cytotox: 25%; DRD3 antagonist: 5; DRD3 agonist: 0

Results for O=C(NCC(c1ccc2c(c1)OCO2)N1CCN(c2ccccc2)CC1)c1ccccc1F (stereo not drawn) ?
PTHR1 ag: 0%; HEK293 tox: 1%; TDP43 rescue: 10%; GLP1R inv ag: 10%; DRD3 agonist: -15

Results for COc1ccc(CNC(=O)c2cc3c(=O)n(Cc4ccco4)ccc3nc2C)c(OC)c1 ?
PTHR1 ag: -10%; HEK293 tox: -2%; TDP43 rescue: -3%; GLP1R inv ag: 7%; DRD3 agonist: 6

How did Cc1ccc2[nH]c(C)cc(=S)c2c1 do in these assays?
PTHR1 ag: 3%; HEK293 tox: inconclusive; GLP1R ag: 13%; TDP43 rescue: -20%; aSyn rescue: -4%; GLP1R inv ag: -14%; KB-V1 cytotox: inconclusive; DRD3 antagonist: -27; DRD3 agonist: -2

As a short view, part of the list above:
Results for O=C(NCC(c1ccc2c(c1)OCO2)N1CCN(c2ccccc2)CC1)c1ccccc1F (stereo not drawn) ?
PTHR1 ag: 0%; HEK293 tox: 1%; TDP43 rescue: 10%; GLP1R inv ag: 10%; DRD3 agonist: -15

Results for COc1ccc(CNC(=O)c2cc3c(=O)n(Cc4ccco4)ccc3nc2C)c(OC)c1 ?
PTHR1 ag: -10%; HEK293 tox: -2%; TDP43 rescue: -3%; GLP1R inv ag: 7%; DRD3 agonist: 6

How did Cc1ccc2[nH]c(C)cc(=S)c2c1 do in these assays?
PTHR1 ag: 3%; HEK293 tox: inconclusive; GLP1R ag: 13%; TDP43 rescue: -20%; aSyn rescue: -4%; GLP1R inv ag: -14%; KB-V1 cytotox: inconclusive; DRD3 antagonist: -27; DRD3 agonist: -2
